# D1 ag – activates the human D1 dopamine receptor | P21728 | activation, % at 2 µM | AID 504660 | hit rate 1% among 360,000 | HEK293 T-REx D1 cells, calcium flux, agonist mode; in the data active = activation above about 30%; note: 0% is about no effect
# Target sequence (P21728 whole entry, looked up): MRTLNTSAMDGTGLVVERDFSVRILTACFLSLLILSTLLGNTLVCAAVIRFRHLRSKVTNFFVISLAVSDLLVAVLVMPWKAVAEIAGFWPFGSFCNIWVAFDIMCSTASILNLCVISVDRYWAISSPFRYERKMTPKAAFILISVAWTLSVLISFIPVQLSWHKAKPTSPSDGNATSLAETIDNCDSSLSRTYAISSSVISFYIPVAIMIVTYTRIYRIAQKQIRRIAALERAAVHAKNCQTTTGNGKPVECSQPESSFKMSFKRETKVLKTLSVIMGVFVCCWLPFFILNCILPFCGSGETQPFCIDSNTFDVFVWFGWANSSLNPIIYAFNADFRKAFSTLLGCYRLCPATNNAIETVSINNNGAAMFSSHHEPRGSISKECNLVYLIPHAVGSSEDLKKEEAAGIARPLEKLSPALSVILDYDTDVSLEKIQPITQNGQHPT
#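 Tetracycline-induced HEK293 TREx D1 cells, force-coupled to calcium signalling, were dye-loaded with a no-wash calcium kit. Compound was pin-added after a 10 s baseline. Fluorescence was read kinetically at 1 cycle/s for 180 s, with calcium rises flagged as agonism.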
# D1 PAM – enhances dopamine response at the human D1 receptor; P21728; HEK293 TREx D1 cells, calcium flux, dopamine EC20 potentiation; potentiation, % at 10 µM; hit rate 0.036% among 360,000; in the data active = potentiation above about 30%; note: 0% is about no effect
# GRP78 ERSR act – inducers of ER stress response in human glioma cells; U87-MG GRP78 promoter luciferase reporter, 16 h; Potency, µM, for the others: at the top dose activation, hits mostly activators; hit rate 0.02% among 420,000; note: potency is the fitted concentration of half-maximal effect; series mostly up to about 76 µM; % of control where 0% means no effect; nearly all actives have a fitted effect of over 35% in size
#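 ERSR induction read as luciferase luminescence (Bright-Glo, 10 min at room temperature) in stably transfected human U87-MG glioma cells exposed to compounds for 16 h, using GRP78 as sensor.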
# LDHA block – LDHA (human) enzyme inhibition; P00338; purified LDHA, NADH/diaphorase-resazurin fluorescence; active compounds read low; activity change, % (values are at about 110 or 230 µM); hit rate 0.15% among 480,000; AID 1347041; in the data active = activity change below about -30%; inconclusive = mostly about -25% to -30%;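 note: plate controls were DMSO wells for no effect and wells without enzyme for full effect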
#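 Human LDH5 at 2 nM final in Tris HCl pH 7.4 with 0.06 mM NADH and 0.2 mM pyruvate, reacted 5 minutes at room temperature. Remaining NADH coupled via diaphorase/resazurin; resorufin fluorescence read at 0 and 20 minutes, normalized to enzyme-free and DMSO wells.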
# D2 PAM – positive allosteric modulators of human D2 dopamine receptor | HEK293 T-REx D2, calcium flux, EC20 dopamine potentiation | hit rate 0.34% among 340,000 | P14416 | potentiation, % at 10 µM;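 active = potentiation over 3 SD above the plate norm, cut at about 30% in these data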; note: 0% is about no effect
#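 Potentiation of an EC20 dopamine calcium response measured kinetically over 180 s, after a preceding 180 s compound-only read flagging agonists. Cells: inducible Hek293 Trex D2 line, 4000/well, cultured overnight at 30 C before dye loading.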
# Vif-A3F inh – Vif-A3F binding inhibition. hit rate 0.2% among 390,000. AID 602313. Potency, µM (doses to about 46.1 µM), without a hit: at the highest dose activity, negative = active. HeLa A3F-eYFP + Vif (tagged APOBEC3F with the HIV-1 protein that degrades it), YFP fluorescence increase; note: potency is the fitted concentration of half-maximal effect; % of control where 0% means no effect; nearly all actives have a fitted effect of over 65% in size
#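 HeLa cells stably expressing A3F-eYFP plus Vif, plated and incubated overnight at 37 deg C, then exposed to compounds overnight at 37 deg C. Blocked degradation read as raised yellow fluorescence (Ex 488/Em 500-530).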
# D1 antag – antagonists of human D1 dopamine receptor. AID 504652. hit rate 3.2% among 360,000. P21728. activity change, negative = inhibition, % at 10 µM. HEK293 TREx D1 cells, calcium flux, dopamine EC80; active compounds read low; in the data active = activity change below about -30%; note: % is set by controls: 0 for no effect and ±100 for the full control effect
#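 HEK293 T-REx cells expressing inducible, force-coupled D1 receptor; no-wash Ca dye, 30–90 min RT. Cmpd → 180 s read at 1 Hz → EC80 DA → 180 s read.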
# Vif-A3G inh – blocks the Vif interaction with human APOBEC3G; Q9HC16; HeLa A3G-eYFP + Vif (tagged APOBEC3G with the HIV-1 protein that degrades it), YFP fluorescence, overnight; Potency, µM (doses to about 46.1 µM), for the others: at the highest dose activity, negative = active, hits mostly inhibitors; hit rate 0.076% among 410,000;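 note: potency is the fitted concentration of half-maximal effect; % is set by controls: 0 for no effect and ±100 for the full control effect; nearly all actives have a fitted effect of over 60% in size; hits raise eYFP signal because A3G escapes Vif-driven loss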
# Target sequence (Q9HC16 whole entry, looked up): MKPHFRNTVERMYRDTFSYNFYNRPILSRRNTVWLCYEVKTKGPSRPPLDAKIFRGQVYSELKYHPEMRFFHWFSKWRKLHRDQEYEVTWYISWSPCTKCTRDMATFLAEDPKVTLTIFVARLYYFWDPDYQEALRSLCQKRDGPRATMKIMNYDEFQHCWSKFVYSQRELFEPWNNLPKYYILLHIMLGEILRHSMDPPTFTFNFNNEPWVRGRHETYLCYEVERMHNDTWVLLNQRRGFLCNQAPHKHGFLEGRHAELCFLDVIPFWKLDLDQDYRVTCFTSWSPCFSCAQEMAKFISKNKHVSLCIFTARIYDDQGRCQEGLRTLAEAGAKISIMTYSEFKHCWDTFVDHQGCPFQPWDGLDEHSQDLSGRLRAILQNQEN
#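 Read-out is eYFP fluorescence (Ex 488/Em 500-530) from Vif-expressing HeLa A3G-eYFP cells; more signal means A3G escaped Vif-mediated degradation. Cells plated overnight, compound pinned in, incubated overnight at 37 deg C.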
# RXFP1 ag – agonists of human relaxin receptor RXFP1 | Q9HBX9 | HEK293T-RXFP1 cAMP TR-FRET, 30 min; response scale: percent of porcine relaxin response, buffer zero | Potency, µM (series often up to 57.5 µM), for the others: at the top dose activation, hits mostly activators | hit rate 0.3% among 370,000 | AID 2676; note: potency is the fitted concentration of half-maximal effect; % is set by controls: 0 for no effect and ±100 for the full control effect; nearly all actives have a fitted effect of over 60% in size; many of its hits are not listed in these tables
#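 cAMP rise read by TR-FRET after 30 min, 37C compound exposure (up to 58 uM) in RXFP1-transfected HEK293 cells with Ro 20174 present. EC50 from Hill-equation fits, with 29 nM porcine relaxin as 100% and buffer as basal.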
# Active calls of the source: *; ? = inconclusive; nt = not tested or not shown; & = joins results of further samples. Unless noted, calls come from the whole dose curve; as a rule, active = well fitted curve in the direction sought with a large enough effect; inconclusive = small, poorly fitted or top-dose-only effect, or another doubt; inactive = no such curve, though single readings can be large; an effect the other way counts as inactive or inconclusive. This is a subset; rates above refer to the full screens.
mol,RXFP1 ag,D1 antag,Vif-A3F inh,D2 PAM,D1 ag,Vif-A3G inh,D1 PAM,GRP78 ERSR act,LDHA block
CN(C)S(=O)(=O)c1cccc(NC(=O)c2cc(=O)[nH]c3ccccc23)c1,16%,10,2%,3,2,1%,0,0%,2
Cc1occc1-c1nnc(SCC(=O)NCc2cccs2)n1-c1ccc(F)cc1,-1.0%,3,7%,10,2,-1%,-2,-6%,-5
Cc1nc(N2CCCCC2)c2c(C)c(C(=O)Nc3cccc(C(F)(F)F)c3)sc2n1,14%,-14,3%,-5,3,8%,-1,-1%,-2
COCc1nc2ccccc2n1Cc1ccc(C(C)(C)C)cc1,1.8%,-6,0%,-6,2,-5%,-5,4%,6
CCCN1CCC(=O)N([C@H](CO)CC(C)C)CC1,0.0%,-4,-1%,10,1,-2%&0%,6,0%&-2%,1
COc1ccc(NC(=O)C2CCC(CNS(=O)(=O)c3ccc4c(c3)C(C)(C)C(=O)N4C)CC2)cc1 (stereo not given),-0.6%,-11,1%,4,0,-3%,0,-2%,1
O=c1[nH]cnc(O)c1N=Nc1ccccc1,-3.1%,-2,10%,4,1,-1%,0,6%,0
O=C(COC(=O)/C=C/c1ccc([N+](=O)[O-])cc1)NCC1CCCCC1,nt,nt,0%,nt,nt,0%,nt,-3%,-3
CC(=O)Nc1ccc(S(=O)(=O)NC2(C(F)(F)F)C(=O)Nc3c2c(=O)[nH]c(=O)n3-c2ccc(C)cc2)cc1 (stereo not given),-0.4%,12,3%,nt,-1,4%,-3,-1%,-3
Cc1ccc(C)n1-c1nnc(N2CCCC(C(=O)NCc3cccc(Cl)c3)C2)s1 (stereo not given),-0.3%,5,nt,18,-2,nt,-1,nt,0
CCC/C=C/c1ccc(CN2C(C(C)C)C(=O)N(Cc3cn(CCC4OCCO4)nn3)CCS2(=O)=O)cc1 (stereo not given),nt,nt,-4%,nt,nt,-6%,nt,-6%,3
COc1cc2cc(CN(CCO)C(=O)c3cccs3)c(=O)[nH]c2cc1OC,-0.3%,-13,-1%,nt,1,6%,2,-3%,0
O=Cc1ccc(-c2cc(Cl)ccc2Cl)[nH]1,0.1%,nt,8%,-8,-1,0%,-4,0%,-8
COc1ccc([C@@H]2[C@@H]3C(=O)N(C(C)(C)C)C(=O)[C@@H]3[C@]3(C)C(=O)N(c4cccc(Br)c4)C(=O)N23)cc1,2.4%,-2,3%,-7,1,-6%,0,-5%,0
CCOCCCn1c(=N)c(S(=O)(=O)c2ccc(Cl)cc2)cc2c(=O)n3cccc(C)c3nc21,7.7%,3,4%,-13,2,1%,-1,-3%,-11
Cc1ccc[n+](CC(=O)c2ccc(-c3ccccc3)cc2)c1,5.0%,-9,-20%,-1,1,1%,-3,0%,-9
Cc1cc(NC(=O)CSc2nc3ccsc3c(=O)n2CCCC(=O)NCCc2ccccc2)no1,2.6%,4,8%,24,2,3%,-2,-1%,-6
Cc1[nH]c2ccc(F)cc2c(=O)c1SC(F)(F)C(F)F,0.7%,-42*,-3%,-2,20,2%,-1,-8%,-4
COc1ccc(N/C=C2\CCOC2=O)cc1,-2.4%,-9,-23%,-2,1,0%,-3,-1%,2
COc1cc(/C=C2\SC(=S)N(CC(=O)Nc3ccc(O)cc3)C2=O)cc(OC)c1OC,1.2%,20,-21%,5,-1,-2%,-2,-3%,-7
Nc1ccccc1SCCS(=O)(=O)c1ccc(Cl)cc1,-0.1%,-3,7%,15,2,2%,-6,-5%,-1
Nc1cc(=O)[nH]c(SCC(=O)c2ccc(F)cc2)n1,0.8%,6,4%,1,8,-1%,3,-1%,-10
O=C(COC(=O)c1c[nH]c2ccccc12)NCc1ccccc1,nt,nt,-10%,nt,nt,-5%,nt,0%,-9&-11
Cc1ccc(S(=O)(=O)NCCCNS(=O)(=O)c2ccc(C)cc2)cc1,0.6%,-17,-2%,2,8,1%,-7,-6%,0
COc1ccccc1N1CCN(C(=O)Cn2ncc3c2-c2cc(C)ccc2OC3)CC1,1.6%,16,2%,-1,4,-4%,-4,-2%,2&-1
Cc1ccc(N(C)C(=O)c2ccc3c(Cl)c4c(nc3c2)CCC4)cc1C,1.5%,38,-15%,2,4,-18%,0,1%,5
C#CCOCCOCCOCCNc1nc(N2CCOCC2)nc(N2CCN(C(=O)[C@H](Cc3ccc(O)cc3)n3cc([C@@H](N)CC(C)C)nn3)CC2)n1,-1.2%,-8,0%,10,-4,1%,-4,3%,-7
Cn1c(=O)oc2cc(S(=O)(=O)N3CCC(N4CCCCC4)CC3)ccc21,-0.2%,10,-1%,7,0,8%,-2,-3%,-8
COc1ccc(OC)c(N(CC(=O)NCc2ccccn2)S(C)(=O)=O)c1,0.6%,-3,0%,-1,2,0%,-5,-9%,5
CC1CCN(CCC(=O)Nc2nccs2)CC1,-0.5%,2,-3%,-12,1,-8%,2,-3%,-2
O=C(O)C1CCCCC1C(=O)NCCCc1ccccc1 (stereo not given),1.4%,0,-2%,2,-1,-2%,-2,-3%,-9
COc1cccc2cc(C(=O)Oc3ccc(NC(C)=O)cc3)c(=O)oc12,-0.4%,-3,7%,20,0,0%,-7,-4%,-6
Cc1cc(C)c2c(n1)sc1c(=O)n(Cc3ccccc3Cl)nnc12,0.6%,-8,-9%,nt,0,3%,-4,-4%,1
O=C(CN1CCN(c2ncccn2)CC1)N1CCCc2c1c(=O)oc1ccc(O)cc21,-0.2%,-4,-8%,-15,3,2%,1,1%,-5
COc1cc(OC)c2c(=O)c(OC)c(-c3ccc(OC)c(OC)c3)oc2c1,3.7%,7,8%,5,-2,-10%,-3,-3%&5%,-1
CC(=O)N1CCc2cc(S(=O)(=O)CCC(=O)Nc3ccc(Cl)cc3F)ccc21,1.0%,21,0%,1,1,2%,-2,0%,-4
COc1ccc(OCC(=O)Nc2ccc(S(=O)(=O)Nc3cc(C)nc(C)n3)cc2)cc1,0.2%,-2,-12%,0,5,-3%,-4,-4%,-7
O=C(N/N=C/c1ccc[nH]1)c1ccncc1,-1.6%,-3,1%,nt,1,-1%,5,-2%,-7
CC(C)C(NC(=O)c1c(F)cccc1F)C(=O)N1CCN(S(=O)(=O)/C=C/c2ccccc2)CC1 (stereo not given),-0.1%,-10,0%,nt,3,6%,-2,-1%,-5
Cc1ccc2[nH]c(=O)c(CN(CCc3ccccc3)C(=O)N3CCOCC3)cc2c1,-1.1%,9,nt,6,0,0%,3,-1%,-1
CCOC(=O)C(NC(=O)Nc1ccc(O)cc1)(c1ccccc1)C(F)(F)F (stereo not given),-0.9%,3,-7%,nt,1,-2%,0,-4%,24
CSc1cccc(NC(=O)c2sc3nc4n(c(=O)c3c2C)CCC4)c1,3.7%,-6,-1%,3,-1,1%,0,12%,-6
CCOC(=O)CCCc1sc(N)nc1-c1[nH]c(=O)[nH]c1C,-1.0%,8,-1%,16,4,1%,3,-3%,13
CCc1cccc(NC(=O)CCNS(=O)(=O)c2ccc3[nH]c(=O)oc3c2)c1,-2.4%,9,-14%,-1,2,-1%,1,1%,-3
Cn1c(C(=O)O)c(CC(=O)NCC2COc3ccccc3O2)c2ccccc21 (stereo not given),0.6%,-20,1%,1,1,-3%,-2,0%,-4
O=Cc1ccc(OCc2ccc3ccccc3c2)cc1,-1.1%,6,10%,5,2,0%,3,1%,-1
O=C(Cn1ncc2c3ccccc3n(Cc3ccccc3F)c2c1=O)NCCc1ccc(Cl)cc1,?,1,-10%,-11,-3,-1%,-2,-2%,-10
COc1ccc(NC(=O)c2cncc(Br)c2)cc1S(N)(=O)=O,1.2%,-13,-6%,2,3,0%,-6,-1%,-4
O=C(CNC(=O)c1ccc2ccccc2c1)NCc1ccccc1F,0.1%,2,2%,13,2,-10%,2,5%,-3
CCOC(=O)C1=C(CN2CCN(c3ccc(F)cc3)CC2)NC(=O)NC1c1cccs1 (stereo not given),1.3%,-7,-6%,1,2,-12%,2,-4%,4
COc1ccc(CCNc2nc(N3CCCCC3)nc(N3CCCCC3)n2)cc1OC,1.4%,-3,-8%,-15,3,-1%,1,4%,4
Cc1cc(Cl)ccc1OCC(=O)N1CCN(c2ncccn2)CC1,3.5%,5,14%,1,2,1%,-5,0%,-2
CC1CCCN(C(=O)C(=O)Nc2ccc3nc4n(c(=O)c3c2)CCCCC4)C1 (stereo not given),23%,-15,7%,10,0,3%,0,-1%,-1
CC(C)C(=O)Nc1cccc(NC(=S)NC(=O)c2ccc([N+](=O)[O-])cc2)c1,0.3%,-14,-6%,22,6,2%,-13,1%,0
COc1cc(/C=C/C(=O)C2C(=O)C=C(C)OC2=O)cc(OC)c1O (stereo not given),-0.7%,-2,-15%,3,14,-3%,5,-2%,27
CCCCOC(=O)Nc1ccc(C(N)=O)cc1,1.8%,nt,1%,5,0,-4%,3,1%,-6
O=C(N/N=C\c1cccnc1)C1c2ccccc2Oc2ccccc21,0.4%,11,13%,-3,3,-5%,-1,-4%,-3

# For convenience, three of the compounds above:
mol,RXFP1 ag,D1 antag,Vif-A3F inh,D2 PAM,D1 ag,Vif-A3G inh,D1 PAM,GRP78 ERSR act,LDHA block
CC1CCCN(C(=O)C(=O)Nc2ccc3nc4n(c(=O)c3c2)CCCCC4)C1 (stereo not given),23%,-15,7%,10,0,3%,0,-1%,-1
CC(C)C(=O)Nc1cccc(NC(=S)NC(=O)c2ccc([N+](=O)[O-])cc2)c1,0.3%,-14,-6%,22,6,2%,-13,1%,0
COc1cc(/C=C/C(=O)C2C(=O)C=C(C)OC2=O)cc(OC)c1O (stereo not given),-0.7%,-2,-15%,3,14,-3%,5,-2%,27
